Screening data deposited in PubChem by Sanford-Burnham Center for Chemical Genomics.
Rpn11 inh: inhibitors of human proteasome Rpn11; O00487; human 26S proteasome, Ub4-pepOG fluorescence polarization; 20S core pre-blocked with epoxomicin; calls only at 20 µM; 360,000 tested, 0.59% active; AID 588493;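 active means inhibition at 20 µM, scaled to each plate's controls, above about 33%, limit read from the data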
Target sequence (O00487 whole entry, looked up): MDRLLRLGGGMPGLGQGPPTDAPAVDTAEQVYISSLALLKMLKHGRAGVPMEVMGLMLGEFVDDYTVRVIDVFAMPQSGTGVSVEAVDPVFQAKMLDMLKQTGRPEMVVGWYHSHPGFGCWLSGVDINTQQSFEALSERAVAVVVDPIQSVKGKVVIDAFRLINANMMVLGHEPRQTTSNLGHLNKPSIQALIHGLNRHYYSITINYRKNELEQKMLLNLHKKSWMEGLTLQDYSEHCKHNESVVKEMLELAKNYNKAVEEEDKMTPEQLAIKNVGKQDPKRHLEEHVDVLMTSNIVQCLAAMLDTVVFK
NadD block: inhibitors of Staphylococcus aureus NadD. purified NadD enzyme, colorimetric absorbance read-out. AID 602399. inhibition, % at 20 µM. 360,000 tested, 0.78% active; in the data active means inhibition above about 26%; further: some compounds past the cut are filed as inactive
DNMT1 inh: inhibitors of human DNMT1; P26358; DNMT1 molecular beacon, Hinp1I cleavage, fluorescence; inhibition (reported as % activation of signal), % at 10 µM; 360,000 tested, 0.83% active; in the data active means inhibition above about 50%
SKN-1 block: inhibitors of C. elegans SKN-1 | C. elegans VP596 Pgst-4::GFP/RFP ratio, acrylamide-induced, 24 h | inhibition, % at 21.8 µM | 360,000 tested, 0.49% active | AID 624304;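 active means interference check ratio from 0.5 to 1.5 plus GFP to RFP signal ratio inhibition reaching or exceeding a fixed threshold, cut at about 30% in these data, passing the limit was not always enough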; further: some compounds called inactive have numbers as strong as hits
MT1-MMP act inh: MT1-MMP (human) activation inhibition. GFP/RFP ratio change, % at 20 µM. 360,000 tested, 0.061% active. HT1080 RFP-PRO-GFP cells, GFP/RFP ratio fluorescence, overnight; percent of plate control window, DMSO zero. AID 651647;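 active means GFP/RFP ratio change of at least 30% with cell ATP level not reduced by more than half and red fluorescence within 50% of control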; further: strong numbers were not always called active
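Test system: HT1080 RFP-PRO-GFP cells; Benchmarks: DMSO and RFP-L50D-GFP cell wells; Timing: cells overnight before dosing, compound overnight, 37 °C, 5% CO2; Compound: one 20 µM compound dose with 1% DMSO; Read-out: GFP/RFP fluorescence ratio.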
NRP1-CendR mod: modulators of CendR peptide binding to human neuropilin-1; inhibition, % at 25 µM; O14786; FAM-RPARPAR peptide binding to NRP-1, fluorescence polarization; 360,000 tested, 0.85% active;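 active means inhibition or corrected inhibition above about 18%, plus a signal ratio from 0.5 to 1.5, limit read from the data, passing the limit was not always enough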; further: strong numbers were not always called active
STEP block: STEP (human) phosphatase inhibition; P54829; recombinant STEP, OMFP fluorogenic substrate, fluorescence; inhibition, % at 20 µM; 360,000 tested, 0.25% active; AID 588621;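 active means inhibition at 20 µM, scaled per plate between control wells, above about 37%, limit read from the data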;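 further: 0% = DMSO with enzyme and substrate and 100% = substrate only without enzyme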
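System: STEP (striatal-enriched tyrosine phosphatase) enzyme, cell-free; medium: Bis-Tris pH 6.0 buffer with DTT, detergent; dosing: 20 µM, 1% DMSO; times: reaction 20 min, ambient temperature; detection: fluorescence, 480/540 nm; read-out basis: normalized % inhibition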
LMPTP inh: blocks human LMPTP phosphatase; P24666; recombinant LMPTP-A, OMFP fluorogenic substrate, fluorescence intensity; inhibition, % at 20 µM; 360,000 tested, 0.22% active;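 active means compounds that cut the enzyme signal by at least half of the control window in the single-dose screen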;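 further: plate controls were DMSO wells with enzyme plus substrate for no effect and substrate without enzyme for full effect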
Target sequence (P24666 whole entry, looked up): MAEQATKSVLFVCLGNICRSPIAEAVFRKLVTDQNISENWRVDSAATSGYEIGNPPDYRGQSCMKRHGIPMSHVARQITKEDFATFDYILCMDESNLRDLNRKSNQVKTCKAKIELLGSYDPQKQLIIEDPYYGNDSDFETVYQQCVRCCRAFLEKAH
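Test system – LMPTP-A enzyme · Amount – LMPTP-A at 0.625 nM final in the reaction · Buffer or medium – Bis-Tris pH 6.0, DTT, detergent · Reagent – OMFP 400 µM · Doses – single 20 µM dose · Schedule – reaction 50 min, room temperature, dark · Detection – fluorescence intensity of OMFP turnover product · Evaluation – percent inhibition versus substrate-only and uninhibited controls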
SUMO1-SIM PPI: SUMO1-SIM interaction modulation | P63165 | inhibition, % at 20 µM | 360,000 tested, 0.33% active | AID 602429 | SUMO1 binding to a labelled peptide, TR-FRET, 1 h; in the data active means inhibition above about 37%
Target sequence (P63165 whole entry, looked up): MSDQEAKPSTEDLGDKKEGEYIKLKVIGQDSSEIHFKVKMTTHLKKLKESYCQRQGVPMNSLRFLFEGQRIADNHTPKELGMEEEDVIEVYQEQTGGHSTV
Scp1 inh: blocks human Scp-1 phosphatase activity; Q9GZU7; Recombinant Scp1, phosphopeptide, malachite green phosphate absorbance; inhibition, % at 20 µM; 340,000 tested, 0.88% active; AID 493091;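 active means inhibition above about 50% at 20 µM, limit read from the data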;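 further: plate controls were DMSO wells with enzyme for no effect and wells lacking enzyme for full effect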
Target sequence (Q9GZU7 76-261 limits assumed): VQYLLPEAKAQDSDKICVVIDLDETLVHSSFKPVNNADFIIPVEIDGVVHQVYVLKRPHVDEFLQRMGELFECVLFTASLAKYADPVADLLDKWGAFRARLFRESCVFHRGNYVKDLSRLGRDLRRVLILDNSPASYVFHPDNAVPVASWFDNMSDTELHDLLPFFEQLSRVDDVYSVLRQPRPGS
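Test system: SCP-1 phosphatase catalytic domain, residues 76-261; measured by: colorimetric phosphate reagent with accelerator and stabiliser, absorbance at 630 nm; timing: enzyme reaction 45 min at room temperature, colour 5 min, stabilisation 30 min; also added: Phosphorylated 17-residue peptide substrate; compound dosing: one concentration, 20 µM, with 1.0% DMSO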
The depositor's hits bear a star; i = inactive; x = no result given.

SMILES	Rpn11 inh	NadD block	DNMT1 inh	SKN-1 block	MT1-MMP act inh	NRP1-CendR mod	STEP block	LMPTP inh	SUMO1-SIM PPI	Scp1 inh
O=C(O)c1cccc2c1-c1ccccc1/C2=N\Nc1ccccc1	i	-5	2	2	-5	-17	0	0.6	-5	-6
O=C(Nc1ccc2oc(=O)ccc2c1)c1ccccc1[N+](=O)[O-]	i	1	0	-2	3	16	-1	0.1	-17	-3
CCOc1ccc(NC(=O)c2cccnc2SC)cc1	i	2	1	-6	2	9	-2	2.7	1	3
O=C(COC(=O)CNC(=O)c1sc2ccccc2c1Cl)Nc1c(Cl)cc(Cl)cc1Cl	i	5	8	19	6	8	0	3.0	-5	8
COc1ccc(CNC(=O)CSc2nc(C)cs2)cc1	i	6	-2	6	0	-1	0	-0.8	1	-7
COc1ccc(C(=O)COC(=O)CN2C(=O)c3ccccc3C2=O)c(OC)c1	i	0	0	6	2	0	1	1.3	-11	0
CCN(CC)Cc1cc(CC(C(N)=O)C(N)=O)ccc1OC	i	-7	0	-20	6	6	-1	-1.2	0	-6
CS(=O)(=O)N1CCN(Cc2cc(=O)n3ccsc3n2)CC1	i	-2	5	1	-1	2	0	-0.1	-2	0
CCCOc1ccc(C(F)(F)F)cc1NC(=O)CN1C(=O)C(=O)N(CC)C1=O	i	0	1	3	3	-10	0	-0.6	-1	-7
Cc1nc2ccccc2cc1C(=O)NCc1ccco1	i	6	4	27	4	-4	-12	-0.3	1	5
Cc1nc2cc(NC(=O)c3ccc(Br)s3)ccc2s1	i	-10	-4	1	-5	10	41*	2.9	-1	7
Cc1cc(OCc2nn[nH]n2)c2c(C)c(Cc3ccccc3)c(=O)oc2c1	i	0	-3	2	2	-22	2	-1.8	12	-13
CCCN(Cc1cc(=O)[nH]c2ccccc12)C(=O)CC	i	3	-1	16	2	-6	-3	1.3	0	-3
Cc1ccc(OCCC(=O)Nc2ccc(C)c(F)c2)cc1	i	-8	3	-5	-1	-8	0	2.9	2	-6
O=c1[nH]nc(SCc2ccccc2)n1C1CC2C=CC1C2 (stereo not drawn)	i	0	0	0	2	-2	0	1.4	-1	0
CCOC(=O)c1ccc(NC(=O)CCS(=O)(=O)Cc2ccccc2)cc1	i	-5	11	-8	0	3	-1	-0.8	5	1
CC(=O)c1ccc(S(=O)(=O)N2CCN(C(=O)c3cccc(S(=O)(=O)N4CC(C)OC(C)C4)c3)CC2)cc1 (stereo not drawn)	i	7	5	18	6	11	-1	-0.2	-3	-5
Cc1ccc(CN(C)C(=O)CSc2nnc3n2CCCCC3)c(C)c1	i	-4	1	0	16	2	-4	0.6	-7	5
COc1cccc(/C=C2\N=C3CCCCCN3C2=O)c1	i	4	-2	15	3	2	1	-1.2	-13	-2
Cc1ccccc1C(=O)Nc1cccc(NC(=O)c2ccc(-c3ccc(Br)cc3)o2)c1	i	27	27	1	7	-6	-2	5.4	-3	-8
O=C(NCc1cccs1)c1ccc(S(=O)(=O)N2CCCCC2)cc1	i	-4	-1	-3	-5	0	-2	-0.4	0	-3
COc1ccc(Cl)cc1-c1cc(C(=O)NCc2ccc(F)cc2)[nH]n1	i	-1	7	3	1	-7	-1	0.9	-2	x
CCOC(=O)[C@H]1[C@H]2COc3ccccc3[C@@H]2N2C(=O)c3cc(Br)ccc3NC(=O)[C@@]12C	i	-11	-2	15	-6	-4	0	0.2	1	-2
COC(=O)[C@@]1(C(C)C)N=C(c2cc(OC)c(OC)c(OC)c2)[C@]2(O1)C(=O)Nc1ccc(F)cc12	x	-2	x	15	1	7	x	-0.1	5	x
FC(F)(F)c1ccccc1Cc1c(-c2cccc(Cl)c2)nc2c3ccccc3ccn12	x	23	x	28	1	-10	x	4.0	-1	x
O=C1c2ccccc2C(=O)N1CC(=O)N1c2ccccc2Sc2ccc(C(F)(F)F)cc21	i	15	-2	3	-1	-5	-1	1.8	0	-8
CCCCN(CC(=O)NC1CCCC1)C(=O)C(=O)Nc1ccc2c(c1)OCCO2	i	-12	-1	8	-6	2	1	1.1	2	-5
CCCCCCc1nnc(N)s1	i	-5	0	-11	0	3	-3	-0.6	0	-4
CCCCOC(=O)Nc1ccc(N2CCCCC2)cc1	i	0	-1	46*	6	-24	0	-0.1	-1	7
COC(=O)c1cc2c(cc1Cl)N1CCCCCC1=NS2(=O)=O	i	-4	3	2	8	-12	-1	-1.2	-2	-14
C=C(C)[C@@H]1CC=C(CN2CCC(CCOC)(C(=O)OCC)CC2)CC1	i	0	0	-9	-11	8	-1	2.9	-5	-3
O=C(O)CSc1nnc(-c2ccc3c(c2)OCO3)o1	i	1	3	-2	-2	3	-4	-1.1	2	0
COc1ccc(C(=S)N2CCN(C)CC2)cc1Br	i	8	-4	-4	-3	4	1	-0.3	-1	-5
C=CCNc1nc(C)c(CNc2c(C)cc(C)cc2C)nc1C#N	i	2	1	15	2	-5	2	3.2	-5	-8
Cn1c(SCC(=O)Nc2ccc3c(c2)OCO3)nnc1C(F)(F)F	i	-5	0	-6	4	4	0	-0.6	0	-5
CC1(C)Cc2nc(N)c(C(=O)NCCO)cc2CO1	i	-5	7	-9	1	4	2	-0.4	12	-3
Cn1c(N2CCCC2)nc2c1c(=O)n(Cc1ccc(F)cc1)c(=O)n2C	i	5	-5	-7	7	2	0	0.5	0	-3
Cc1ccc(C(=O)NC(=S)N2CCN(c3ccc([N+](=O)[O-])cc3)CC2)cc1	i	4	-5	13	16	4	2	0.3	-25	25
CC(C)SCc1cc(N2CCCC2)nc(-c2ccccc2)n1	i	4	0	6	0	-2	-2	-0.1	2	-1
Cc1ccc(OCC(=O)Nc2ccc(F)cc2)cc1C	i	2	-3	9	-9	-8	-1	2.7	-3	-5
COc1ccc(Cn2c(C)ccc2C)cc1	i	5	-13	17	-7	-18	0	1.5	0	0
Cc1cccc(NC(=O)Nc2c(C)[nH]c(=O)[nH]c2=O)c1C	i	-8	0	0	1	-2	-2	0.1	0	-13
Clc1ccc(Nc2nc3cccnc3s2)cc1	i	-10	-2	19	-1	4	-6	0.5	-2	-9
Cc1cc(C)n(-c2ccc(-n3ccnc3)nn2)n1	i	-1	7	6	-6	-5	0	-0.9	3	-4
CN(C)CCO/N=C(\c1ccc(Br)cc1)c1cccnc1	i	-9	2	0	-3	6	1	-3.7	1	-11
CCCCN(C(=O)CSCc1ccc(C)cc1)c1c(N)n(Cc2ccccc2)c(=O)[nH]c1=O	i	-3	4	12	-19	-11	-1	-0.6	-1	-3
O=C(CCSc1nc(-c2ccc3c(c2)OCO3)cc(C(F)(F)F)n1)NCc1ccccc1	i	-6	-2	-1	-1	-7	-4	3.4	-1	-8
CCc1ccc(OCC(=O)OC2CCS(=O)(=O)C2)cc1 (stereo not drawn)	i	4	3	9	10	-7	1	-1.1	16	4

Reprinted at random: 7 compounds from above
SMILES	Rpn11 inh	NadD block	DNMT1 inh	SKN-1 block	MT1-MMP act inh	NRP1-CendR mod	STEP block	LMPTP inh	SUMO1-SIM PPI	Scp1 inh
FC(F)(F)c1ccccc1Cc1c(-c2cccc(Cl)c2)nc2c3ccccc3ccn12	x	23	x	28	1	-10	x	4.0	-1	x
COc1ccc(C(=O)COC(=O)CN2C(=O)c3ccccc3C2=O)c(OC)c1	i	0	0	6	2	0	1	1.3	-11	0
Cn1c(SCC(=O)Nc2ccc3c(c2)OCO3)nnc1C(F)(F)F	i	-5	0	-6	4	4	0	-0.6	0	-5
COc1cccc(/C=C2\N=C3CCCCCN3C2=O)c1	i	4	-2	15	3	2	1	-1.2	-13	-2
CC(C)SCc1cc(N2CCCC2)nc(-c2ccccc2)n1	i	4	0	6	0	-2	-2	-0.1	2	-1
CN(C)CCO/N=C(\c1ccc(Br)cc1)c1cccnc1	i	-9	2	0	-3	6	1	-3.7	1	-11
Cc1cc(C)n(-c2ccc(-n3ccnc3)nn2)n1	i	-1	7	6	-6	-5	0	-0.9	3	-4

The listing continues:
SMILES	Rpn11 inh	NadD block	DNMT1 inh	SKN-1 block	MT1-MMP act inh	NRP1-CendR mod	STEP block	LMPTP inh	SUMO1-SIM PPI	Scp1 inh
C/C(=N/NS(=O)(=O)c1ccc(Br)cc1)c1ccc(NC(=O)c2ccc(C)o2)cc1	i	12	-2	-5	0	-7	-2	1.2	4	-9
FC(F)(F)COc1nc(N2CCCCC2)nc(N2CCNCC2)n1	i	-6	2	10	-18	3	-1	-2.7	2	-12
CCn1c(SCC(=O)N2CCCc3ccccc32)nc2c(c1=O)SC(C)C2 (stereo not drawn)	i	-4	1	3	-6	1	1	-0.4	-8	-17
COc1ccccc1NC(=O)C(=O)N1CCCC1	i	-6	-3	10	0	3	0	0.3	1	-1
CC(=O)Nc1nc2n(n1)C(c1ccc(F)cc1)C=C(c1ccccc1)N2 (stereo not drawn)	i	2	3	11	-18	13	0	-0.9	-5	3
CCCCCCCC(=O)OCC(O)CO (stereo not drawn)	i	3	3	-14	3	-13	-4	0.2	-1	-9
O=C(CSc1nc(-c2ccc(F)cc2)nc2ccc(F)cc12)Nc1cccc(C(=O)O)c1	i	12	-1	11	1	-17	24	45	-5	72*
Cc1ccc(C)c(OCc2cc(C(=O)N(C)Cc3nccn3C)no2)c1	i	-1	0	8	0	1	3	0.0	2	-7
